D3 antag – qHTS of D3 Dopamine Receptor Antagonist: qHTS. hit rate 2.5% among 360,000. max response, negative = inhibition, %. D3R cells, DiscoveRx beta-arrestin luminescence, antagonist mode; stronger effect = lower value; in the data active = max response below about -50%; inconclusive = no clear call, values can overlap the other calls; note: % is set by controls: 0 for no effect and ±100 for the full control effect; mostly tested at two doses, the higher about 12 µM
Target sequence (P35462 whole entry, looked up): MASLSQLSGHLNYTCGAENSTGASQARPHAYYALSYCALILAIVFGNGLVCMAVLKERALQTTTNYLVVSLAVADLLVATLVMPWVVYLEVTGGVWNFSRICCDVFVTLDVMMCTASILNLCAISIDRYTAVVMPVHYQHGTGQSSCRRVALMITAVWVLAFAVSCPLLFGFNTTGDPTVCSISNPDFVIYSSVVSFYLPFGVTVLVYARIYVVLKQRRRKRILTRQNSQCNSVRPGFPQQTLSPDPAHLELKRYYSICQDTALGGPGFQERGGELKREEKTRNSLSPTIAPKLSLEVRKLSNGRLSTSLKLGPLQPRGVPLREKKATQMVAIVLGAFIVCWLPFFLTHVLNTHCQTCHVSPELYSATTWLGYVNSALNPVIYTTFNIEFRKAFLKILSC
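Cells expressing the human receptor were seeded at 1500 cells/well, incubated overnight at 37 degrees C in 5% CO2, then exposed to library compounds with dopamine controls for 90 minutes at 37 degrees C before luminescent detection.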
IL1B secr inh – qHTS for Inhibitors of Inflammasome Signaling: IL-1-beta AlphaLISA Primary Screen. THP-1 LPS/ATP IL-1B secretion, AlphaLISA, 16 h; stronger effect = lower value. activity change, % at 57.5 µM. hit rate 4.7% among 360,000. AID 743279, 2014; in the data active = activity change below about -50%; inconclusive = mostly about -30% to -49%; note: % is set by controls: 0 for no effect and ±100 for the full control effect
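THP-1 cells pretreated 1 hr with compounds (up to 57.5 uM final), then stimulated with LPS (250 ng/mL final) plus ATP (1.25 mM final); secreted IL-1B measured by AlphaLISA after 16 hr, decreased signal indicating inhibition.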
KB-V1 MDR tox – qHTS assay for MDR1-selective chemotherapeutics: Primary screen using the drug-selected MDR subline cells KB-V1 | KB-V1 MDR cells viability, CellTiter-Glo, 72 h | hit rate 3.4% among 400,000 | Potency, µM (doses to about 46.1 µM), for inactives: top-dose activity change, negative = cytotoxicity, actives largely listed as cytotoxic; note: potency is the fitted concentration of half-maximal effect; % is set by controls: 0 for no effect and ±100 for the full control effect; nearly all actives have a fitted effect of over 60% in size
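Luminescent ATP read-out (CellTiter-Glo, 10 min) measures survival of drug-selected KB-V1 MDR cells after 72 h, 37 degrees C compound exposure. Medium: phenol-red-free DMEM, 10% FBS. Values from fitted concentration-response curves.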
KB-3-1 tox – qHTS assay for MDR1-selective chemotherapeutics: Primary screen using the parental adenocarcinoma cell KB-3-1. hit rate 1.4% among 400,000. Potency, µM (series often up to 46.1 µM), without a hit: top-dose activity change, negative = cytotoxic, hits mostly cytotoxic. KB-3-1 viability, CellTiter-Glo ATP luminescence, 72 h; note: potency is the fitted concentration of half-maximal effect; % is set by controls: 0 for no effect and ±100 for the full control effect; nearly all actives have a fitted effect of over 60% in size
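Screening of KB-3-1 cells (DMEM, 10% FBS, phenol-red free) ran from lowest to highest compound concentration; after 72 h at 37 °C viability was read luminescently and curves fitted.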
GLP1R ag – qHTS of GLP-1 Receptor Agonists | Glucagon-like peptide 1 receptor (Homo sapiens), P43220 | HEK293 GLP-1R CRE-luciferase, luminescence, 4-6 h; cells express a hypersensitive GLP-1R form | Potency, µM (highest dose often 45.6 µM), for the others: at the top dose activation, most hits filed as activators | hit rate 0.007% among 380,000 | AID 624172, 2012; note: potency is the fitted concentration of half-maximal effect; % of control where 0% means no effect
Target sequence (P43220 whole entry, looked up): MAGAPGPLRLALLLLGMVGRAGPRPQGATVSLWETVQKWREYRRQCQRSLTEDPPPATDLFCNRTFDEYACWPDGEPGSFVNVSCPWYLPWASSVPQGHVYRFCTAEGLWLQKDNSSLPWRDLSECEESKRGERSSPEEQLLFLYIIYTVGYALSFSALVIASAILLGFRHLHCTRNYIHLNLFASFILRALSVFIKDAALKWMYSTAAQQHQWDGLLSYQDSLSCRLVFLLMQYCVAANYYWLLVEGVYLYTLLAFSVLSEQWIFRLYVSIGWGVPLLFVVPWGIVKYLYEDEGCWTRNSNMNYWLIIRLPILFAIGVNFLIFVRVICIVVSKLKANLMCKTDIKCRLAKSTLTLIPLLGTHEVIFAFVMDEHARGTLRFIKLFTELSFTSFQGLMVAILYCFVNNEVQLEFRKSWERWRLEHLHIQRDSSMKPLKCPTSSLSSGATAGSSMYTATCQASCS
SW480 rerep – A quantitative high throughput screen for small molecules that induce DNA re-replication in SW480 colon adenocarcinoma cells. SW480 DNA re-replication, Hoechst DNA content imaging, 48 h. AID 624297, 2012. Potency, µM (highest dose often 46.1 µM), without a hit: at the top dose re-replication activation, hits mostly activators. hit rate 1.8% among 340,000; note: potency is the fitted concentration of half-maximal effect; % of control where 0% means no effect; nearly all actives have a fitted effect of over 55% in size
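Image-based read-out: total Hoechst fluorescence of nuclei (405 nm excitation, 500-530 nm emission), with hits raising the fraction of high-intensity nuclei. SW480 colon cells incubated 48 hr with compounds at 37 C.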
DRD3 agonist – qHTS of D3 Dopamine Receptor Agonist: qHTS. D(3) dopamine receptor (Homo sapiens), P35462. D3R DiscoveRx beta-arrestin cells, luminescence, 90 min. max activation, %. hit rate 0.58% among 410,000. AID 652048, 2013; in the data active = max activation above about 30%; note: 0% is about no effect; mostly tested at two doses, the higher about 12 µM
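Agonist-mode cell screen: cells plated at 1500/well and incubated overnight at 37 °C, then exposed to library compounds for 90 min at 37 °C. Detection reagent was added for 30–60 min at room temperature, and luminescence was read.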
HT1080 IDH1KD tx – qHTS for induction of synthetic lethality in tumor cells producing 2HG: qHTS for the HT-1080-IDH1KD cell line; hit rate 2% among 360,000; AID 686971, 2013; Potency, µM (highest dose often 46.1 µM), for inactives: top-dose activity, negative = toxicity, most hits filed as cytotoxic; HT-1080 IDH1 knockdown viability, ATP luminescence, 48 h;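 note: potency is the fitted concentration of half-maximal effect; 0% = DMSO wells and -100% = cell-free medium wells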
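CellTiter-Glo luminescence after 48 h compound exposure at 37 degrees C of IDH1-knockdown HT-1080 cells in 5% FBS RPMI. %Activity scaled between DMSO wells and cell-free media wells, with curves fitted and assigned curve classes.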
HT1080NT lethal – qHTS for induction of synthetic lethality in tumor cells producing 2HG: qHTS for the HT-1080-NT fibrosarcoma cell line | hit rate 1.6% among 360,000 | HT-1080-NT fibrosarcoma viability, CellTiter-Glo ATP luminescence, 48 h | Potency, µM (doses to about 46.1 µM), inactives show at the top dose activity, negative = less viability, hits mostly cytotoxic;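 note: NT is the 2HG producing partner of a matched IDH1 knockdown line; potency is the fitted concentration of half-maximal effect; 0% = DMSO-treated cells and -100% = media-only wells without cells; nearly all actives have a fitted effect of over 55% in size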
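Fibrosarcoma NT cells, 750 per well in 5% FBS RPMI, were exposed to compound for 48 hours. Viability: CellTiter-Glo luminescence.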
Active calls of the source: *; ? = inconclusive; . = not tested or not shown; & = joins results of further samples; [ ] = dose if it differs, or a comment. Unless noted, calls come from the whole dose curve; as a rule, active = well fitted curve in the direction sought with a large enough effect; inconclusive = small, poorly fitted or top-dose-only effect, or another doubt; inactive = no such curve, though single readings can be large; an effect the other way counts as inactive or inconclusive.

SMILES	D3 antag	IL1B secr inh	KB-V1 MDR tox	KB-3-1 tox	GLP1R ag	SW480 rerep	DRD3 agonist	HT1080 IDH1KD tx	HT1080NT lethal
COC(=O)c1ccc(CSC(=N)N)o1	0.0	.	0.9%	10.5%	-2.4%	?	-26.6	-22.7%	-13.0%
CN(CC(=O)Nc1cccc(F)c1)C(=O)c1sc2ccccc2c1Cl	0.7	23.6	-13.5%	-0.2%	24.3%	-1.0%	4.1	0.0%	0.5%
O=[N+]([O-])c1cccc(C=Nc2cc3c(cc2Br)OCCO3)c1	0.7	-15.7	0.8%	2.5%	3.6%	-1.8%	7.3	-0.6%	-2.3%
OC[C@@H]1CN(CCN2CCOCC2)C[C@H](n2cnc3c(NC4CC4)ncnc32)O1	0.0	-8.6	-13.9%	0.0%	-1.2%	.	-7.1	0.3%	1.2%
COc1ccc(OCC#CCn2ccnc2)cc1	?	-6.6	5.0%	-2.9%	-1.3%	0.4%	1.9	19.1%	19.9%
Cc1c(N/C(=N/S(=O)(=O)c2ccccc2)c2ccc(Cl)cc2)c(=O)n(-c2ccccc2)n1C	7.5	-1.6	23.1µM*	11.6%	0.8%	-137.9%[inhibitor]	3.8	8.5%	0.6%
COc1cccc(OCCNC(=O)c2cc(OC)c(OC)c(OC)c2)c1	-12.4	2.5	-20.1%	0.0%	22.0%	18.4%	-4.0	-4.8%	-4.7%
CC(C)n1cnc2c(NCc3ccccc3)cc(Cc3ccc(F)cc3)cc21	25.5	-25.7	-23.9%	-16.6%	12.7%	0.3%	9.0	?	-27.1%
COc1cc(NC(=O)C2CCCN(c3ncnc4c3nc3n4CCCCC3)C2)cc(OC)c1OC (stereo not drawn)	31.8	11.2	25.3%	7.9%	-4.7%	?	13.0	-3.3%	-24.5%
O=C(N/N=C/c1sc(N2CCOCC2)nc1-c1ccccc1)c1ccccc1F	13.0	29.2	5.3%	-2.6%	3.5%	0.1%	-9.9	-0.4%	-3.7%
O=C(CSc1nnnn1C1CCCC1)Nc1ccc2c(c1)OCO2	-11.0	-6.2	-7.2%	1.8%	13.5%	-2.3%	0.3	-4.1%	?
O=c1cc(N2CCCC2)c(-c2ccccc2)n[nH]1	-14.4	-6.3	8.4%	13.4%	6.6%	7.2%	-8.7	3.9%	12.6%
CCOC(=O)c1cccc(NS(=O)(=O)c2cc(Br)cc3c2N(C(=O)C2CC2)CC3)c1	.	.	0.0%	20.6µM*	3.9%	.	11.7	.	.
CCOC(=O)C1CCN(C(=O)COc2ccc(S(=O)(=O)NC(C)(C)C)cc2)CC1	10.3	5.6	6.6%	15.3%	-0.6%	1.0%	1.3	0.9%	1.4%
Cc1ccc(N2C(=O)C3ON(c4ccccc4)C(CC(C)C)C3C2=O)cc1 (stereo not drawn)	16.8	0.0	0.0%	-8.3%	-4.7%	-4.1%	-3.3	15.5%	-0.8%
CC1=C(CCN2CCN(C3CCCC3)C(CCO)C2)C(C)(C)CCC1 (stereo not drawn)	-12.1	-8.7	-36.1%	-19.1%	32.4%	-2.9%	-22.9	-21.1%	-26.3%
O=C(CSc1ncccn1)N/N=C/c1cccs1	-8.9	5.1	10.5%	-6.6%	2.3%	?	-8.3	4.1%	-0.3%
CN(C)c1ccc(-c2ccnc3c2CC(C)(C(=O)Nc2ccc(Cl)c(C(F)(F)F)c2)O3)cc1 (stereo not drawn)	-16.5	-20.3	?	16.4µM*	-4.6%	.	0.9	?	?
Cc1ccc(N=Nc2c(=O)[nH]n3c(C)cc(C)nc23)cc1	-5.8	-19.7	-19.0%	-3.2%	-9.4%	-3.3%	6.4	12.4%	21.3%
c1ccc2[nH]c(-c3cnco3)cc2c1	1.9	23.0	1.4%	-1.9%	4.0%	-54.7%[inhibitor]	-5.3	-9.3%	-2.0%
O=C(CCN1CCCCO1)NC1CCCc2c1cnn2-c1ccc(F)cc1F (stereo not drawn)	-2.5	37.6	-2.3%	-12.4%	0.1%	.	-0.3	2.2%	16.4%
COc1ccc(Cl)cc1NC(=O)CN(C)C(=O)c1ccc(COc2ccccc2)cc1	20.9	?	0.0%	-3.3%	-1.4%	?	3.7	-9.7%	-1.4%
O=C(c1cc2cc(Cl)ccc2[nH]1)N1CCN(Cc2ccc3c(c2)OCO3)CC1	?	-63.6*	?	?	-2.7%	?	-15.2	-9.2%	-20.5%
CCSc1nnc(NC(=O)CSc2nc3c(c(=O)n2-c2ccccc2)SCC3)s1	2.4	42.8	-14.1%	17.5%	-7.0%	0.2%	0.0	11.6%	6.6%
CCOC(=O)c1cc(-c2ccc(C)cc2)nc2nc(SC)[nH]c(=O)c12	-23.5	50.4	?	29.4%	-2.2%	-17.4%	-6.8	4.8%	-0.5%

In the list so far, these contain two or more sulfur atoms.
SMILES	D3 antag	IL1B secr inh	KB-V1 MDR tox	KB-3-1 tox	GLP1R ag	SW480 rerep	DRD3 agonist	HT1080 IDH1KD tx	HT1080NT lethal
O=C(CSc1ncccn1)N/N=C/c1cccs1	-8.9	5.1	10.5%	-6.6%	2.3%	?	-8.3	4.1%	-0.3%
CCSc1nnc(NC(=O)CSc2nc3c(c(=O)n2-c2ccccc2)SCC3)s1	2.4	42.8	-14.1%	17.5%	-7.0%	0.2%	0.0	11.6%	6.6%

Later entries:
SMILES	D3 antag	IL1B secr inh	KB-V1 MDR tox	KB-3-1 tox	GLP1R ag	SW480 rerep	DRD3 agonist	HT1080 IDH1KD tx	HT1080NT lethal
C=CCn1c(=O)c(C(=O)NCCNCC)c(O)c2ccccc21	?	0.0	-1.8%	-4.0%	5.3%	15.3%	-16.5	-0.3%	-1.3%
Cc1ccc(S(=O)(=O)Nc2cc(=O)[nH]c(SCC(=O)Nc3cccc(C(F)(F)F)c3)n2)cc1	-14.4	9.2	-23.5%	1.6%	7.1%	-1.8%	3.4	-15.2%	-11.4%
CCOC(=O)C1=C(C)N(C)C(=O)NC1c1ccc2c(c1)OCO2 (stereo not drawn)	0.9	22.3	-17.3%	-7.6%	8.8%	-5.1%	6.9	-4.6%	4.4%
COc1cc(O)c2c(=O)c3c(O)ccc(O)c3oc2c1	-12.8	-0.7	0.7%	0.0%	-3.7%	-21.8%	28.7	-3.2%	-4.5%
Cc1cccc(NC(=O)Cn2cnc(S(=O)(=O)N3CCCC3)c2)c1C	-5.9	-29.8	7.6%&0.0%	-2.7%&8.0%	-3.6%	?	4.1&4.3	-1.2%	-2.6%
CCCCc1cc(=O)oc2cc(C)cc(OCC(=O)NCc3cccnc3)c12	15.6	0.0	-23.4%	-9.9%	3.5%	-3.4%	-4.0	-1.8%	-8.5%
CCn1nnnc1SCC(=O)N1c2ccccc2CCc2ccccc21	-4.7	30.6	?	-4.4%	-5.6%	-4.5%	-3.5	3.3%	7.8%
O=C(N/N=C/c1cn(-c2ccccc2)nc1-c1ccc2c(c1)OCCO2)c1ccncc1	0.7	-2.0	15.5%	-8.7%	12.8%	?	5.6	-0.8%	3.9%
CCc1c(C)c(C#N)c2nc3ccccc3n2c1NCc1ccco1	26.9	34.3	?	-3.9%	2.7%	?	8.2	-10.4%	-12.2%
CCN(CC)C(=O)COc1c(-c2ccco2)oc2ccccc2c1=O	-14.7	-9.2	-3.3%	-14.0%	0.3%	-7.4%	0.2	-3.8%	-9.1%
Cc1ccc(S(=O)(=O)NC(CC(C)C)C(=O)NCc2ccco2)cc1 (stereo not drawn)	11.2	-8.6	?	7.4%	-1.0%	1.6%	10.2	-2.2%	23.7%
COc1ccc(NC(C)=O)cc1S(=O)(=O)NC(Cc1ccccc1)C(=O)O (stereo not drawn)	-3.5	15.4	5.5%	4.6%	-3.9%	4.7%	2.6	-7.1%	-2.4%
COc1ccc(CCNC(=O)CCn2c(=O)c3ccccc3n(CC(=O)Nc3ccccc3F)c2=O)cc1OC	.	.	7.3%	?	-0.4%	.	-1.1	.	.
NNC(=O)c1cncn1-c1ccc(F)cc1	-15.4	-12.3	-7.8%	14.0%	8.1%	9.6%	1.4	1.3%	-2.4%
Cc1c(NS(=O)(=O)c2ccc(Cl)cc2)c(=O)n(-c2ccccc2)n1C	.	.	21.8%	0.7%	0.7%	.	0.2	.	.
O=C(COC(=O)/C=C/c1ccco1)NCc1ccc2c(c1)OCO2	17.3	13.3	-11.7%	-3.0%	5.2%	2.3%	-1.2	9.1%	0.1%
CCOCC(=O)N1CCN(c2ccc(F)cc2)CC1	-4.0	-7.6	-15.0%	-8.6%	0.0%	6.3%	10.5	13.2%	19.1%
CCOc1ccccc1C1C(C#N)=C(N)SC(N)=C1C#N	?	27.6	-16.5%	11.2%	-2.2%	-2.9%	-10.2	0.2%[9.24 µM]	-5.3%

Some entries already given, showing only DRD3 agonist:
SMILES	DRD3 agonist
C=CCn1c(=O)c(C(=O)NCCNCC)c(O)c2ccccc21	-16.5
CCn1nnnc1SCC(=O)N1c2ccccc2CCc2ccccc21	-3.5
O=C(N/N=C/c1cn(-c2ccccc2)nc1-c1ccc2c(c1)OCCO2)c1ccncc1	5.6
COc1ccc(CCNC(=O)CCn2c(=O)c3ccccc3n(CC(=O)Nc3ccccc3F)c2=O)cc1OC	-1.1
O=C(COC(=O)/C=C/c1ccco1)NCc1ccc2c(c1)OCO2	-1.2
CCCCc1cc(=O)oc2cc(C)cc(OCC(=O)NCc3cccnc3)c12	-4.0

Screening data as filed in PubChem.
